# High-throughput results from PubChem BioAssay.
# RXFP1 agonist: agonists of human relaxin receptor RXFP1. Q9HBX9. HEK293T-RXFP1 cAMP TR-FRET, 30 min; response scale: percent of porcine relaxin response, buffer zero. Potency, µM (top dose mostly 57.5 µM), without a hit: at the top dose activation, most hits filed as activators. hit rate 0.3% among 370,000. AID 2676; also: % is scaled to controls: 0 for no effect and ±100 for the full control effect; nearly all actives have a fitted effect of over 60% in size; many of its hits are not listed in these tables
#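 cAMP rise read by TR-FRET after 30 min, 37C compound exposure (up to 58 uM) in RXFP1-transfected HEK293 cells with Ro 20174 present. EC50 from Hill-equation fits, with 29 nM porcine relaxin as 100% and buffer as basal.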
# Vif-A3F inh: inhibitors of Vif-A3F interaction | hit rate 0.2% among 390,000 | Potency, µM (highest dose often 46.1 µM), without a hit: at the top dose activity, negative = active | HeLa A3F-eYFP + Vif (tagged APOBEC3F with the HIV-1 protein that degrades it), YFP fluorescence increase | AID 602313; also: % of control where 0% means no effect; nearly all actives have a fitted effect of over 65% in size
#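 HeLa cells stably expressing Vif plus C-terminally eYFP-tagged A3F were seeded, incubated overnight at 37 deg C, dosed with compound, incubated overnight again at 37 deg C. Yellow fluorescence (Ex 488/Em 500-530) reported blocked Vif-mediated A3F-eYFP degradation.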
# USP1-UAF1 inh: USP1/UAF1 (human) deubiquitinase inhibition | O94782 | recombinant USP1/UAF1, Ub-Rhodamine cleavage fluorescence | Potency, µM (highest dose often 57.1 µM), inactives show top-dose activity change, negative = inhibition, usual class: inhibitors | hit rate 0.23% among 390,000 | AID 743255; also: % is scaled to controls: 0 for no effect and ±100 for the full control effect; nearly all actives have a fitted effect of over 60% in size; inactives centre near -12
#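 In this screen, compounds sit with the deubiquitinase complex (1nM) for 15 min at room temperature before Ub-Rho is added at 150nM final. Fluorescence rise is then followed for 6 reads every 60 seconds.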
# Vif-A3G inh: inhibitors of Vif-APOBEC3G interaction | Q9HC16 | HeLa A3G-eYFP + Vif (tagged APOBEC3G with the HIV-1 protein that degrades it), YFP fluorescence, overnight | Potency, µM (doses to about 46.1 µM), for the others: at the highest dose activity, negative = active, hits mostly inhibitors | hit rate 0.076% among 410,000;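 also: % is scaled to controls: 0 for no effect and ±100 for the full control effect; nearly all actives have a fitted effect of over 60% in size; hits raise eYFP signal because A3G escapes Vif-driven loss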
# Target sequence (Q9HC16 whole entry, looked up): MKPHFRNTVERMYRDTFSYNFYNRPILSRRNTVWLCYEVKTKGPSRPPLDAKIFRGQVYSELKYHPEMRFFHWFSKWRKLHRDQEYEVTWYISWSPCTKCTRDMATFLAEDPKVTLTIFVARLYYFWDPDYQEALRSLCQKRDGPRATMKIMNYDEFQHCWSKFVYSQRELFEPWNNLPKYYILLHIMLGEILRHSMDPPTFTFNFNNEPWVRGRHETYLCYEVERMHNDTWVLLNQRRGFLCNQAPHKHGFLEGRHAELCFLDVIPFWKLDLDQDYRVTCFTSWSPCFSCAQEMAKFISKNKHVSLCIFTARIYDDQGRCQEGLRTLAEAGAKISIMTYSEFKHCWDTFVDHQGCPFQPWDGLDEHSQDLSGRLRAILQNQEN
#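 Read-out is eYFP fluorescence (Ex 488/Em 500-530) from Vif-expressing HeLa A3G-eYFP cells; more signal means A3G escaped Vif-mediated degradation. Cells plated overnight, compound pinned in, incubated overnight at 37 deg C.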
# mIDH1 inhibitor: blocks human mutant IDH1 R132H enzyme. Potency, µM (top dose mostly 76.6 µM), for the others: at the top dose activity change, negative = inhibition, hits mostly inhibitors. hit rate 0.093% among 390,000. O75874. IDH1-R132H enzyme, NADPH consumption, diaphorase/resazurin fluorescence; also: % is scaled to controls: 0 for no effect and ±100 for the full control effect; nearly all actives have a fitted effect of over 65% in size
# Target sequence (O75874 whole entry R132H, stated change not applied): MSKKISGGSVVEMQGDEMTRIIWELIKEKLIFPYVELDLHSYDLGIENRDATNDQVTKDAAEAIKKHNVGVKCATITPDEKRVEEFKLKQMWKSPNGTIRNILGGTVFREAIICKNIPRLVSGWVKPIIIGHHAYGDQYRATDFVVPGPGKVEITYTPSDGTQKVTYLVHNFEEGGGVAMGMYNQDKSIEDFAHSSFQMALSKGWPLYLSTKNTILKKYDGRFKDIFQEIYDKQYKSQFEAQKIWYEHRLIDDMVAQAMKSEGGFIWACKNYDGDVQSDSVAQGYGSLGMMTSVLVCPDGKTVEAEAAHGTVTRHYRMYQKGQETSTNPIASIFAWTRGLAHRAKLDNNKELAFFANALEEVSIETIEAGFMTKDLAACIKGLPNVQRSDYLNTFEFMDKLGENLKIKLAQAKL
#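 IDH1-R132H (0.5 ug/mL dispensed) in pH 7.5 Tris buffer was preincubated 30 min with compound, then given a substrate mix of 0.016 mM NADPH and 2 mM alpha-KG for 80 min at room temperature; remaining NADPH was read by diaphorase/resazurin fluorescence.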
# RGS4 inh: human RGS4 inhibition | P49798 | AID 504845 | Potency, µM (highest dose often 114 µM), without a hit: at the top dose activity change, negative = inhibition, hits mostly inhibitors | hit rate 0.039% among 390,000 | Transcreener GDP fluorescence polarization, RGS4-accelerated GTP hydrolysis; also: % is scaled to controls: 0 for no effect and ±100 for the full control effect; nearly all actives have a fitted effect of over 75% in size; some results filed as inactive show a strong effect at the top dose
# Target sequence (P49798 whole entry, looked up): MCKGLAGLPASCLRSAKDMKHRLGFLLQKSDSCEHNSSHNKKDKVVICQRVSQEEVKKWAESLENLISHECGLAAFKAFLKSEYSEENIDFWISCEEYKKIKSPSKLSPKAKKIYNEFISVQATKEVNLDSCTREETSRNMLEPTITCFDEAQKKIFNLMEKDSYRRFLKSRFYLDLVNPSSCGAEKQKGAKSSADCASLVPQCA
#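 MLSMR compounds (23 nl, pin-transferred) preincubated 10 min at room temperature with a 500nM (2x) first reagent, then RGS4 at 900nM (2x) plus Transcreener GDP mix added; fluorescence polarization (620/688 nm) read before and after 90 min at 30 °C.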
# TrxR1 substrate: substrates of rat thioredoxin reductase 1; O89049; purified TrxR1 substrate turnover, NADPH consumption readout; Potency, µM (doses to about 114 µM), without a hit: at the top dose activity change, negative = substrate turnover; hit rate 0.01% among 390,000; also: % is scaled to controls: 0 for no effect and ±100 for the full control effect; nearly all actives have a fitted effect of over 50% in size
#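 Rat TrxR1, dispensed at 90 nM, was prereduced with 400 uM NADPH (final) for 5 min at ~22 deg C, then incubated with compound 15 min before 400 uM selenite. A first-read NADPH fluorescence drop versus no-compound background flagged substrates.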
# 12-LOX inh: ALOX12 (human) lipoxygenase inhibition; AID 1671190; purified 12hLO, xylenol orange hydroperoxide absorbance; Potency, µM (series often up to 108 µM), for inactives: at the top dose activity change, negative = inhibition, usual class: inhibitors; P18054; hit rate 1.1% among 580,000; also: % is scaled to controls: 0 for no effect and ±100 for the full control effect
#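 Hydroperoxide product was detected by ferrous iron/xylenol orange as the 573 to 405 nm absorbance ratio. Arachidonic acid at 40 uM (final) was turned over for 30 min at room temperature by 150 nM human 12hLO, pH 7.0 Hepes buffer, after 15 min compound preincubation.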
# TrxR1 inh: rat TrxR1 inhibition | O89049 | recombinant rTrxR1, NADPH fluorescence consumption, selenite substrate | Potency, µM (titrated, usually from 114 µM), inactives show top-dose activity change, negative = inhibition, usual class: inhibitors | hit rate 1% among 390,000 | AID 588453; also: % is scaled to controls: 0 for no effect and ±100 for the full control effect; nearly all actives have a fitted effect of over 65% in size
#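 Rat TrxR1 (90 nM in the dispensed reagent) was pre-reduced with 400 uM NADPH for 5 min at room temperature, then incubated with compound for 15 min. After 400 uM selenite was added, NADPH fluorescence (Ex 340/Em 450 nm) was followed for 8 min.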
# The depositor's hits bear a star; i = inactive; ? = inconclusive; / = not tested or not shown; & = joins results of further samples; [ ] = another dose, or the depositor's remark. Calls follow the shape of the dose curve; as a rule, active = well fitted curve in the direction sought with a large enough effect; inconclusive = small, poorly fitted or top-dose-only effect, or another doubt; inactive = no such curve, though single readings can be large; an effect the other way counts as inactive or inconclusive. Potency is read from the fitted curve at half-maximal effect. Not all compounds are listed; rates above refer to the full screens.
mol	RXFP1 agonist	Vif-A3F inh	USP1-UAF1 inh	Vif-A3G inh	mIDH1 inhibitor	RGS4 inh	TrxR1 substrate	12-LOX inh	TrxR1 inh
O=C(NCCC1=CCCCC1)c1ccc2c(c1)N(Cc1cccc(Cl)c1)C(=O)c1ccccc1S2=O (stereo not given)	-0.9%	-18%	-11%	-7%	-11%	10%	-5%[57.1 µM]	-21%	25%[57.1 µM]
O=C(Nc1cc([N+](=O)[O-])ccc1O)c1cccc(C(=O)Nc2cc([N+](=O)[O-])ccc2O)c1	0.2%	10%	-18%	2%	-8%	-31%	-6%	-17%	2%
COc1cccc(C(=O)N(Cc2ccco2)Cc2cc3cccc(C)c3[nH]c2=O)c1	0.0%	5%	-12%	-5%	4%	-34%	16%	0%	12%
Cc1ccc(NC(=O)c2ncn(CC(=O)N[C@H](C)c3cccc4ccccc34)n2)cc1C	/	6%	-23%	0%	-4%	-1%	0%	13%	14%
O=C(CSc1nnc2[nH]c(=O)cc(-c3ccccc3)n12)Nc1ccc(F)cc1F	5.6%	-6%	-12%	-1%	-9%	-12%	54%[activator][57.1 µM]	2%	8%[57.1 µM]
O=C(Nc1ccc2c(c1)OCO2)c1ccc(CN2CCOCC2)cc1	2.1%	0%	-6%	0%	1%	-19%	8%[57.1 µM]	1%	9%[57.1 µM]
O=C(c1ccc(Cl)cc1)C1CCCN(Cc2cccn2-c2ccccn2)C1 (stereo not given)	6.5%	-14%	-11%	-4%	8%	-7%	-2%	-4%	-12%
COc1ccccc1C(=O)COC(=O)CCNS(=O)(=O)c1ccc(C)c(C)c1	0.1%	-7%	-12%	1%	4%	-3%	-16%	-3%	-12%
Cc1ccc(/C=N/Nc2cccc3cccnc23)c(O)c1	2.3%	6%	-5%	1%	8%	-22%	-1%	-23%	?
CC1CCN(CC(=O)Nc2ccc(Br)cc2[N+](=O)[O-])CC1	0.1%	-6%	0%	-1%	-3%	8%	-6%	13%	-4%
CC1(O)N(CCC(=O)Nc2cccc(F)c2)C(=O)OC12CCCCC2 (stereo not given)	-0.8%	-13%	-9%	0%	9%	16%	8%[57.1 µM]	27%	14%[57.1 µM]
Cc1cc(F)ccc1NC(=O)CCS(=O)(=O)c1cc2c3c(c1)CCN3C(=O)CC2	0.9%	7%	?	2%	3%	-18%	3%[57.1 µM]	-24%	12%[57.1 µM]
CC(=O)Nc1ccc(NC(=O)C2CCCN2C(=O)NC2CCCCC2)cc1 (stereo not given)	-2.8%	?	-18%	-4%	2%	4%	4%[57.1 µM]	-1%	5%[57.1 µM]
O=C(CCCCCn1c(=O)c2sccc2n(Cc2ccc(Cl)cc2)c1=O)NCc1ccc2c(c1)OCO2	14%	?	-23%	-6%	-7%	?	1%	-26%	9%
Cn1nc(C(F)(F)F)cc1-c1ccc(/C=C(\C#N)C(=O)c2ccccc2)s1	0.0%	?	44%[activator]	-1%	-9%	-3%	0%	i	10%
CCc1cc2c(=O)c(-c3nc4ccccc4n3C)c(C)oc2c(CN2CCOCC2)c1O	0.5%	-2%	-25%	1%	2%	-15%	26%	9%	6%
CC(/C=N/NC(=O)c1ccncc1)=C\c1ccccc1	0.2%	-11%	?	-4%	2%	-2%	-4%	0%	-7%
Cn1c(SCC(=O)Nc2cccc(S(=O)(=O)N3CCOCC3)c2)nnc1-c1ccncc1	6.1%	?	-5%	1%	-3%	-14%	2%	-3%	19%[57.1 µM]
CC(=O)N1CCc2c(sc3c2c(=O)n(Cc2ccccc2)c(=O)n3Cc2cccc(Cl)c2)C1	3.1%	-4%	-31%	-5%	-22%	?	-2%	-21%	27%
CCOc1cccc(NC(=O)c2sc3nc(-c4ccc(F)cc4)ccc3c2N)c1	?	-5%	-17%	1%	0%	-13%	10%	?	34%
COc1ccc(N(C)C(=O)c2cc3c(s2)-c2ccc(Cl)cc2S(=O)(=O)C3)c(OC)c1	3.9%	3%	-18%	2%	-6%	21%	-16%	-1%	-10%
CC(C(=O)NCc1ccco1)n1ccc2cc(S(=O)(=O)N3CCCC3)ccc21 (stereo not given)	0.0%	1%	-10%	0%	-9%	-4%	-2%	-8%	9%
CC1CCN(c2c(NCc3ccc(C(=O)NCC4COc5ccccc5O4)cc3)c(=O)c2=O)CC1 (stereo not given)	/	3%	-6%	1%	6%	-12%	0%	5%[57.4 µM]	-3%
O=C(CSc1nnc(COc2cccc3cccnc23)o1)N1CCc2ccccc21	-0.2%	5%	-21%	0%	6%	-13%	9%	2%	-14%
CN(C)c1ccc(C=c2c3cc([N+](=O)[O-])ccc3n3c2cc(-c2ccccc2)[n+]3C)cc1	/	-1%	?	2%	3%	?	-19%	7.9µM*	40µM*
Oc1ccccc1CNc1ncc(Br)cc1Br	0.2%	-6%	-5%	?	4%	31%	-11%	0%	-8%
COc1cc2nc(Nc3ccc(F)cc3)nc(N)c2cc1OC	-2.0%&0.5%	-10%&-2%	-23%&-14%	1%&3%	19%&-11%	-2%&5%	2%&8%	?	10%&15%
CCN(CC)CCCNC(=O)c1cn(CCOC)c(=O)c2c1c1ccccc1n2C	-2.6%	-19%	-10%	1%	5%	-2%	91%[activator]	-3%	-5%
CN1C(=O)C2(OCC(C)([N+](=O)[O-])CO2)c2ccccc21 (stereo not given)	-0.3%	21%	-14%	1%	-10%	21%	-1%	0%	4%
Cn1ccnc1SCC(=O)Nc1nc2c(F)c(F)c(F)cc2s1	3.7%	-1%	-23%	1%	3%	8%	9%	2%	33%
CCCCCCN1C[C@@H](n2cc(C3CC3)nn2)[C@H](O)C[C@@H]1c1ccccc1	/	-9%	-29%	3%	-6%	/	/	-28%	/
CN(C(=O)CN1CCC(NC(=O)C2CCCCC2)CC1)C1CCCCC1	-1.7%	-8%	-9%	-1%	7%	29%	0%	0%	2%
CC(=O)N1c2ccccc2N(Cc2ccc([N+](=O)[O-])cc2)C(=O)C1(C)C	-0.2%	1%	-26%	-1%	0%	-15%[11.4 µM]	-1%	-1%	7%
O=[N+]([O-])c1ccccc1CN1CCN(Cc2c[nH]c3ccccc23)CC1	-1.9%	-3%	-25%	-4%	-3%	10%	7%	?	28%
CCOc1ccccc1Nc1nc2ccccc2n2cnnc12	19%	-2%	-32%	-2%	-4%	-10%	57%[activator]	7%	19%
Fc1ccc(CSc2nncn3c2cc2occc23)c(Cl)c1	24%	-3%	-4%	-2%	11%	-40%	1%	7%	11%
O=C(Cn1nnc(-c2ccc(N3CCOCC3)cc2)n1)OC1CCCCC1	3.4%	-1%	-20%	-1%	11%	-23%	6%	-23%	15%
Cc1ccc2[nH]c3c(=O)n(Cc4ccccn4)cnc3c2c1	3.7%	-12%	-13%	2%	2%	-15%	43%[activator]	0%	5%
COc1ccc(C(=O)c2cn(-c3cccc(Br)c3)nc2C(C)=O)cc1	/	-11%	-22%	-2%	11%	-22%	-1%[57.1 µM]	i	13%[57.1 µM]
COc1cc(NC(=S)N2CCN(C)CC2)cc(OC)c1	-5.4%	-1%	-20%	-1%	16%	-30%	1%	?	12%
O=C(CSc1nnc(CNc2cccc(C(F)(F)F)c2)n1Cc1ccco1)NCc1ccco1	9.1%	-10%	-3%	1%	0%	-6%[11.4 µM]	11%[57.1 µM]	?	16µM*
COc1ccc(OC)c(NC(=O)c2cnc(N3CCCC3)nc2C)c1	-1.2%	/	-18%	/	/	2%	-1%[57.1 µM]	-17%	6%[57.1 µM]
Cc1ccc(NS(=O)(=O)c2ccc3c(c2)oc(=O)n3C)cc1C	3.3%	9%	-16%	0%	-9%	10%	7%[57.1 µM]	20%	11%[57.1 µM]
COC(=O)c1ccc(SCC(=O)NC2CCCCC2)c([N+](=O)[O-])c1	21%	12%	-17%	3%	4%	-33%	-21%[57.1 µM]	-9%	9%
COc1cccc(CNCc2c(C(=O)O)c(C)n(Cc3ccc(F)cc3Cl)c2C)c1OC	1.5%	4%	2%	1%	18%	-10%	-2%	-20%	-9%
Cc1ccccc1Nc1nc(N)nc(CSc2nnnn2-c2ccccc2)n1	1.8%	-3%	-2%	-1%	0%	11%	4%	21%	11%
CCC(=O)c1ccc(OCC(=O)Nc2cc(S(=O)(=O)N3CCCCC3)ccc2OC)cc1	0.4%	2%	-26%	-8%	-1%	-28%	0%	-1%	11%
CCOc1ccc(S(=O)(=O)N(CC(=O)Nc2ccc(OC)c(Cl)c2)c2ccccc2)cc1	6.3%	-3%	-26%	1%	5%	-15%	5%	-23%	-7%

# 2 successive compounds from above, quoted:
mol	RXFP1 agonist	Vif-A3F inh	USP1-UAF1 inh	Vif-A3G inh	mIDH1 inhibitor	RGS4 inh	TrxR1 substrate	12-LOX inh	TrxR1 inh
O=[N+]([O-])c1ccccc1CN1CCN(Cc2c[nH]c3ccccc23)CC1	-1.9%	-3%	-25%	-4%	-3%	10%	7%	?	28%
CCOc1ccccc1Nc1nc2ccccc2n2cnnc12	19%	-2%	-32%	-2%	-4%	-10%	57%[activator]	7%	19%
